APP transl inh – inhibitors of APP translation via 5'UTR reporter, primary screen, APP 5'UTR luciferase, SH-SY5Y cells. SH-SY5Y APP 5'UTR-luciferase reporter, luminescence. inhibition, % at 2 µM. hit rate 0.82% among 190,000;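 active = inhibition above a set limit, derived from the sample mean plus 3 SD, cut at about 45% in these data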; also: values of inactives mirror those of a sister screen read the other way
HMGR II inh – inhibitors of E. faecalis class II HMGR, primary screen, biochemical, Enterococcus faecalis. hit rate 0.41% among 190,000. HMG-CoA reductase (Enterococcus faecalis, mvaE). inhibition, % at 10 µM. purified E. faecalis HMGR, NADPH absorbance 340 nm kinetic;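 active = inhibition above a set limit, the median over all tested compounds plus 3 SD, cut at about 9.5% in these data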;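 also: enzyme runs in reverse so mevalonate oxidation gives rising NADPH absorbance; 0% = complete reaction with DMSO and 100% = background rate lacking mevalonate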
Hsp70 activator – Hsp70 transcriptional activators, primary screen, cell-based, HeLa, Hsp70 promoter luciferase, luminescence, 10 µM. AID 1203, 2008. HeLa Hsp70 promoter luciferase reporter; scaled: vehicle 0, proteasome-inhibitor control 100%. hit rate 0.04% among 200,000. activation, % at 10 µM;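 active = activation above the mean across all tested compounds plus 3 SD, cutoff set per campaign, cut at about 5.5% in these data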;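 also: 100% = MG132 at 30 µM as the positive control and 0% = DMSO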
DTT redox prof – compounds producing H2O2 with reducing agent – biochemical, NIH compound library profiling, artefact control for MLSCN library redox annotation, primary screen; DTT-dependent redox cycling H2O2, phenol red/HRP absorbance; 100% = 100 µM peroxide control, 0% = buffer; activation, % at 10 µM; AID 878, 2007; hit rate 0.03% among 200,000;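 active = activation of at least 50% relative to the plate's high and low controls in the primary single-dose screen; inactive = activation below 50%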;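 also: compound incubated with DTT at 0.8 mM final as the reducing agent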
FLuc inh counter – firefly luciferase enzyme inhibitors, primary screen, artefact control for luciferase-based inhibitor screens, biochemical, luminescence, ATPLite; 10 min; inhibition, % at 10 µM; hit rate 1.5% among 200,000; AID 1006, 2008; Luciferin 4-monooxygenase (Photinus pyralis), P08659;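 active = inhibition above about 50% when tested at 10 µM, limit read from the data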
Target sequence (P08659 whole entry, looked up): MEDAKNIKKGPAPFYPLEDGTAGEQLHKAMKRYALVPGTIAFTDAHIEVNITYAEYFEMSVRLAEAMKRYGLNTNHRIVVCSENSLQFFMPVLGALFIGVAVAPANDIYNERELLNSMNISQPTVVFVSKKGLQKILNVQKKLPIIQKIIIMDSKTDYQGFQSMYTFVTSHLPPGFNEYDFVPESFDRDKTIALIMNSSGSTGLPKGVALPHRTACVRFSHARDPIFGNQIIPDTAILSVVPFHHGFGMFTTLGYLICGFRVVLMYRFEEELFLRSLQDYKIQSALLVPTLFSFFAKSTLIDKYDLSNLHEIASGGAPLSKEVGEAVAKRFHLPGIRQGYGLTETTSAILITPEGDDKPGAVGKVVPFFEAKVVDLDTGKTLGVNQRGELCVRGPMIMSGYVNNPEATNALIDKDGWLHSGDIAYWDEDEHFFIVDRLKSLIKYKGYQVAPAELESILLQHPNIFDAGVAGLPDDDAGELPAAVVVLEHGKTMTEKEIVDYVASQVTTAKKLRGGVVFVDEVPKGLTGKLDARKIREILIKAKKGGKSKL
STAT1 act – STAT1 signaling activators, primary screen, cell-based, HTS, luciferase reporter; hit rate 2.6% among 200,000; NIH 3T3 STAT1-luciferase reporter, IFN-gamma, luminescence; 100% = IFN-gamma alone, no compound; activation (% of control), % at 5.5 µM;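 active = activation above the screen-wide mean activation plus 3 SD, cut at about 130% in these data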;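 also: raw ratio to IFN-gamma control signal so 100% means no change and 0% no light; values of inactives mirror those of a sister screen read the other way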
G6PDH CS – L. mesenteroides G6PDH inhibitors, counter-screen for G6PDH-coupled screening assays, biochemical, Leuconostoc mesenteroides enzyme; hit rate 0.12% among 200,000; glucose-6-phosphate dehydrogenase [Leuconostoc mesenteroides]; AID 1020, 2008; Purified L. mesenteroides G6PDH, diaphorase/resazurin coupled fluorescence, 45 min; inhibition, % at 5 µM; in the data active = inhibition above about 50%
NF-kB expr up – activators of NF-kB expression in neurons, primary screen, cell-based, HTS; human neuronal cells, NF-kB reporter expression; hits give high values; fold change at 12.5 µM; hit rate 1.6% among 190,000; AID 1239, 2008; in the data active = fold change above about 3.3
APP 5'UTR act – activators of APP 5'UTR luciferase reporter, primary screen, SH-SY5Y cells | SH-SY5Y APP 5'UTR luciferase reporter, luminescence; zero percent = DMSO vehicle wells | activation, % at 2 µM | hit rate 1% among 190,000;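 active = activation above a set limit, based on mean plus 3 SD of controls, cut at about 140% in these data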; also: values of inactives mirror those of a sister screen read the other way
FLuc act counter – FLuc activators, initial screening, artefact control for FLuc-dependent activation tests, biochemical, ATPlite luminescence; Luciferin 4-monooxygenase (Photinus pyralis), P08659; ATPlite luciferase biochemical, 10 min; 0 = ATP-free wells, 1 = DMSO control; activation factor at 10 µM; 200,000 tested, under 10 active; AID 1027, 2008;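 active = luciferase activation factor, scaled between plate controls, of at least 2 with compound at 10 µM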
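System: luciferase plus luciferin reagent, cell-free; medium: PBS as buffer for the ATP substrate; dosing: test compounds dosed from 2 mM stocks in 100% DMSO; timing: 10 min post-reagent at room temperature; measured by: luminescence measurement of luciferase light output; evaluation: luciferase activation, seen as luminescence increase over controls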
An asterisk follows results filed as active; . = not tested or not shown.

structure	DTT redox prof	Hsp70 activator	FLuc act counter	APP 5'UTR act	NF-kB expr up	APP transl inh	STAT1 act	HMGR II inh	G6PDH CS	FLuc inh counter
CCN1CCN(C(=S)c2ccc([N+](=O)[O-])cc2)CC1	0.4	-0.1	1	4	1	-4	96	-1	-12	-4
CN(C)C(=O)N1CCN(C(=O)N2CCOCC2)CC1	0.4	-0.2	1	10	1.1	-10	104	-1	19	0
NC(=O)c1ccc(NC(=O)c2cccc(Oc3ccccc3)c2)cc1	-0.8	-0.3	1	-2	0.92	2	100	0	2	-3
COC(=O)C(C)(C)ONC(=O)Nc1ccc([N+](=O)[O-])cc1	-1.5	-0.2	1.1	11	1.3	-11	103	0	7	-6
O=c1c([N+](=O)[O-])c(NCCN2CCCCCC2)c2ccccc2n1-c1ccccc1	-0.5	-0.2	1	6	1.1	-6	97	-4	3	-3
O=C(CSc1ccc(-c2cccc([N+](=O)[O-])c2)nn1)N1CCCCCC1	-0.8	-0.3	1	11	0.84	-11	105	-5	4	4
CC(/C=C/C1(O)C(C)CC(=O)CC1(C)C)OC1OC(CO)C(O)C(O)C1O (configuration not stated)	0.3	-0.6	1.1	2	0.82	-2	108	3	11	-6
CCNc1nc(Oc2ccc(C(=O)OCC)cc2)nc(SC)n1	-0.3	0.1	1.1	-2	1	2	99	2	2	-6
COC(=O)c1sc2ccc(C)cc2c1C(=O)OC	1.1	-0.5	.	2	1.2	-2	108	-1	.	.
Cc1cccc(NC(=O)CSc2nnc(Cn3nnc(-c4ccccc4)n3)n2-c2ccccc2)c1	1.9	-0.6	1	-3	0.88	3	99	4	0	-4
Cc1ccc(N(CC(=O)N=Nc2c(O)[nH]c3ccccc23)S(C)(=O)=O)c(C)c1	-1.0	-0.2	1.1	17	.	-17	108	-5	2	-6
COc1ccccc1-c1nnc(SC/C(O)=C(\C#N)c2nc3ccccc3[nH]2)n1C1CCCCC1	0.7	-0.4	1	5	0.9	-5	93	-3	3	4
Cc1nnc(SCC(=O)Nc2nccs2)[nH]c1=O	-0.2	0.7	1	-5	1.7	5	102	-6	-1	-4
Cc1cccc2sc(N(CCN(C)C)C(=O)/C=C/c3cccs3)nc12	0.3	-0.2	1.1	-1	1.4	1	99	-5	-23	-9
O=C(OCc1nnc(-c2ccccc2)o1)c1cccnc1Cl	-0.1	-0.3	1	-3	1.4	3	108	-4	-6	4
NC(=O)C1CCN(C(=O)CN2CCCc3ccccc32)CC1	3.0	-0.1	1	5	0.87	-4	102	3	-9	-3
Cc1ccc(-c2noc(-c3ccccc3C(=O)NCC3CCCO3)n2)cc1 (configuration not stated)	2.4	0.1	0.7	36	0.9	-36	106	2	-28	34
CNC(=O)CSc1nc2c(c(=O)n(C)c(=O)n2C)n1Cc1ccc(C)cc1	0.8	-0.1	1.1	21	1	-21	107	0	8	-5
Cn1nnc2cc(NC(=O)N3CCN(c4ccccn4)CC3)ccc21	-0.4	0.0	1.1	5	0.92	-5	100	2	-10	-8
CCN(CC)CCNC(=O)c1ccc(Sc2ccc(Cl)cc2)c(NC(C)=O)c1	-1.3	-0.4	1	0	0.97	0	104	1	6	3

Next part; the last six above are carried over.
structure	DTT redox prof	Hsp70 activator	FLuc act counter	APP 5'UTR act	NF-kB expr up	APP transl inh	STAT1 act	HMGR II inh	G6PDH CS	FLuc inh counter
O=C(OCc1nnc(-c2ccccc2)o1)c1cccnc1Cl	-0.1	-0.3	1	-3	1.4	3	108	-4	-6	4
NC(=O)C1CCN(C(=O)CN2CCCc3ccccc32)CC1	3.0	-0.1	1	5	0.87	-4	102	3	-9	-3
Cc1ccc(-c2noc(-c3ccccc3C(=O)NCC3CCCO3)n2)cc1 (configuration not stated)	2.4	0.1	0.7	36	0.9	-36	106	2	-28	34
CNC(=O)CSc1nc2c(c(=O)n(C)c(=O)n2C)n1Cc1ccc(C)cc1	0.8	-0.1	1.1	21	1	-21	107	0	8	-5
Cn1nnc2cc(NC(=O)N3CCN(c4ccccn4)CC3)ccc21	-0.4	0.0	1.1	5	0.92	-5	100	2	-10	-8
CCN(CC)CCNC(=O)c1ccc(Sc2ccc(Cl)cc2)c(NC(C)=O)c1	-1.3	-0.4	1	0	0.97	0	104	1	6	3
Cc1ccc2[nH]c3c(=O)n(N)c(C)nc3c2c1	-0.6	0.1	1	-8	1.6	8	102	-4	5	3
Cc1cc(NC(=O)CCC(=O)N(c2ccccc2)C(C(=O)NC2CCCC2)c2cccs2)no1 (configuration not stated)	1.5	0.2	1	10	1.1	-10	104	-3	0	-1
CCNC(=S)NNC(=O)CC(C)C	-0.2	-0.3	1	-5	1.1	5	99	-6	5	-4
Cc1ccc(C2C3=C(CC(C)(C)CC3=O)OC3=C2C(=O)CC(C)(C)C3)cc1	-1.9	0.0	1	-9	0.86	9	93	-5	3	-3
O=C1CN(c2ccc(Cl)cc2)C2(CCCCC2)S1	.	-0.3	1.1	9	1	-9	101	5	-1	-5
C/C(N)=C(/C#N)C(=O)CSc1n[nH]c(-c2ccccc2Br)n1	-2.9	-0.4	1	5	1.3	-5	99	0	13	4
O=C(NCc1ccccc1)c1ccc2nccnc2c1	0.6	-0.3	1	-7	1.2	6	96	-4	-1	-4
COc1cccc(-c2nn(-c3ccccc3)cc2CO)c1	-0.8	0.1	1	23	1.7	-23	144*	-1	-1	0
N#Cc1ccc(CSCC(=O)O)cc1	-0.1	-0.3	1.1	15	1.1	-15	102	-6	8	-8
COC(=O)CC1C(=O)NCCN1C(=S)Nc1ccccc1Cl (configuration not stated)	0.2	-0.1	1.1	-2	1.1	2	96	0	5	-6
O=C(c1cc2ccccc2o1)c1cccs1	3.9	0.3	0.7	.	2.3	-132	145*	0	-4	26
Cc1ccc(O)c(NC(=O)COc2cc(C)ccc2C)c1	-0.1	0.0	1	-1	1.1	1	92	-7	2	1
CCc1nnc(NC(=O)CSc2nnc(-c3ccccc3O)n2-c2ccc(C)cc2)s1	0.6	-0.3	1	2	1.1	-2	91	3	4	-3
CCCCNC(NCCCC)=C(S(=O)(=O)CC)S(=O)(=O)CC	1.4	-0.2	1	2	1.4	-2	91	3	-2	2
O=C(Nc1nc2ccccc2[nH]1)c1ccccc1[N+](=O)[O-]	-0.1	-0.2	0.9	17	2.2	-17	136*	-1	5	12
Cc1ccc(S(=O)(=O)N2CCOCC2)cc1NC(=O)CN1CCC(Cc2ccccc2)CC1	-1.1	-0.1	1	4	.	-4	91	1	-2	-4
Cc1cc(C)nc(CC(N)=O)n1	2.0	0.4	1.1	7	1.4	-7	96	-3	-10	-7
COc1ccc(/C=N/NC(=O)CCSc2nc3ccccc3s2)cc1OC	0.0	-0.3	0.9	12	0.68	-12	106	0	-1	5
CC(=O)NS(=O)(=O)c1ccc(NC(=O)c2cc(-c3ccc(C)cc3)nc3ccccc23)cc1	-0.3	-0.6	0.9	-2	1.1	2	96	-4	10	10
CCCCNC(=O)c1ccccc1C(=O)NCCCC	0.7	0.0	1.1	-6	1.1	6	99	-5	-5	-7

One compound at a time (already shown):
Cc1ccc(S(=O)(=O)N2CCOCC2)cc1NC(=O)CN1CCC(Cc2ccccc2)CC1 as listed: DTT redox prof = -1.1; Hsp70 activator = -0.1; FLuc act counter = 1; APP 5'UTR act = 4; NF-kB expr up = .; APP transl inh = -4; STAT1 act = 91; HMGR II inh = 1; G6PDH CS = -2; FLuc inh counter = -4
CCCCNC(NCCCC)=C(S(=O)(=O)CC)S(=O)(=O)CC as listed: DTT redox prof = 1.4; Hsp70 activator = -0.2; FLuc act counter = 1; APP 5'UTR act = 2; NF-kB expr up = 1.4; APP transl inh = -2; STAT1 act = 91; HMGR II inh = 3; G6PDH CS = -2; FLuc inh counter = 2

Further compounds:
structure	DTT redox prof	Hsp70 activator	FLuc act counter	APP 5'UTR act	NF-kB expr up	APP transl inh	STAT1 act	HMGR II inh	G6PDH CS	FLuc inh counter
CCc1ccc(NC(=O)CCNS(=O)(=O)c2cccc3nsnc23)cc1	-0.2	-0.6	1.1	5	0.92	-5	95	1	-8	-6
COc1ccc(OC)c(C2C(C(=O)c3cccs3)=C(O)C(=O)N2CCN(C)C)c1 (configuration not stated)	-2.5	-0.1	1	0	1.2	0	96	6	10	-3
Cc1ccc(Nc2nc(OC(C(F)(F)F)C(F)(F)F)nc(N3CCOCC3)n2)cc1	0.3	-0.3	1.1	-2	1	2	103	-2	3	-5
COc1ccc(CS(=O)c2nc(C)cc(C)c2S(C)(=O)=O)cc1 (configuration not stated)	-0.3	-0.4	1	20	1.1	-20	100	-4	1	0
O=C(N/N=C\c1cc(Cl)ccc1O)c1ccc(S(=O)(=O)N2CCCCC2)cc1	1.0	-0.1	1.1	-73	0.96	73*	102	-2	8	-6
Cc1ccc(-c2ccc(/C=N\NC(=O)c3cc4c(ccc5ccccc54)o3)o2)cc1[N+](=O)[O-]	-3.8	-0.3	1	6	1.2	-6	99	-11	1	0
CCCCCOC(=O)C1=C(C)N(C)C(=O)NC1c1cc(Br)c(O)c(OC)c1 (configuration not stated)	-0.5	0.0	1.1	-2	1.3	2	101	-3	-12	-5
COc1ccc(S(=O)(=O)NC2CCCC2)cc1Br	0.6	-0.4	1.1	-5	1.1	5	93	1	2	-7
C#CCNC(=O)C1=C[C@@H](c2csc3ccccc23)C[C@@H](OCc2ccc(CO)cc2)O1	0.3	0.1	1.1	26	0.72	-26	99	-2	8	-5
CCOC(=O)c1c(C)[nH]c(C)c1C(=O)CSc1nc2ccccc2c(=O)n1-c1ccc(Cl)cc1	0.0	-0.5	1	-16	0.43	16	93	-2	-1	-1
Cc1c(NC(=O)C(C)N2C(=O)C3CCCCC3C2=O)c(=O)n(-c2ccccc2)n1C (configuration not stated)	-0.8	0.0	1	4	1.2	-4	104	-4	6	-4
CCCCCn1c(CCCNC(=O)CC)nc2ccccc21	-2.5	-0.2	1.1	8	1.3	-8	99	-7	3	-6
CSc1nnc([C@@H](NC(=O)OC(C)(C)C)C(C)C)o1	2.0	-0.4	1	-4	1.3	4	104	2	9	1
COC(=O)c1ccc2[nH]c(C)cc(=O)c2c1	-2.5	-0.1	1	5	0.91	-5	100	0	2	-3
FC(F)(F)c1cc(-c2cccs2)nc2cc(-c3ccccc3)nn12	0.8	-0.2	1.1	.	1.3	.	103	4	-3	-6
CCN(CC)C(=O)Cn1cc(C(=O)C(=O)N2CCc3ccccc32)c2ccccc21	-0.2	-0.4	1.1	2	1.1	-2	90	1	6	-5
Cc1ccc(O)c(CNc2nc3ccccc3n2C)c1	1.9	-0.3	1	10	1.5	-10	101	-2	-4	-2
COc1cc2c(cc1NC(=O)CSc1nc3ccc(C)cc3[nH]1)oc1ccccc12	0.7	-0.4	1.1	-1	1.1	1	99	-3	1	-7

Screens (PubChem)
